High-throughput results: PubChem BioAssay, several laboratories
core dimer inh: blocks dimerization of HCV core protein; 300,000 tested, 0.33% active; TR-FRET GST/Flag-core106 dimerization, 1536-well; AID 1899; inhibition, % at 5 µM;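 active = inhibition above the mean of all tested compounds plus 3 SD, set per screening campaign, cut at about 45% in these data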
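System – GST-tagged and Flag-tagged HCV core protein residues 1-106 · Repeats – one well for each compound · Technique – TR-FRET 671 and 617 nm emission · Doses – one concentration, 5 µM, in 0.5% DMSO · Times – 4 h, 22.5 °C incubation · Also added – Eu donor and XL665 acceptor anti-tag antibodies · Measure – percent inhibition of core106 dimerization signal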
CTSL1 counter: counter-screen for PFM18AAP inhibitors: inhibitors of F. hepatica cathepsin L1; recombinant F. hepatica cathepsin L1, Z-Leu-Arg-MCA fluorescence; inhibition, % at 5.96 µM; 300,000 tested, 0.49% active;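 active = inhibition above the mean of all tested compounds plus 3 SD, set per screening campaign, cut at about 17% in these data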;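 also: 0% = plate median of test compound wells and 100% = 1 µM Z-Phe-Ala-diazomethylketone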
PP5 primary: inhibitors of human protein phosphatase 5 (PP5). 320,000 tested, 0.18% active. purified PP5c, OMFP substrate fluorescence. inhibition, % at 6.7 µM. P53041. AID 1987;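 active = inhibition above the campaign's mean inhibition across all tested compounds plus 3 SD, cut at about 9.5% in these data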;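 also: 0% = DMSO only and 100% = 100 µM cantharidin control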
Target sequence (P53041 whole entry, looked up): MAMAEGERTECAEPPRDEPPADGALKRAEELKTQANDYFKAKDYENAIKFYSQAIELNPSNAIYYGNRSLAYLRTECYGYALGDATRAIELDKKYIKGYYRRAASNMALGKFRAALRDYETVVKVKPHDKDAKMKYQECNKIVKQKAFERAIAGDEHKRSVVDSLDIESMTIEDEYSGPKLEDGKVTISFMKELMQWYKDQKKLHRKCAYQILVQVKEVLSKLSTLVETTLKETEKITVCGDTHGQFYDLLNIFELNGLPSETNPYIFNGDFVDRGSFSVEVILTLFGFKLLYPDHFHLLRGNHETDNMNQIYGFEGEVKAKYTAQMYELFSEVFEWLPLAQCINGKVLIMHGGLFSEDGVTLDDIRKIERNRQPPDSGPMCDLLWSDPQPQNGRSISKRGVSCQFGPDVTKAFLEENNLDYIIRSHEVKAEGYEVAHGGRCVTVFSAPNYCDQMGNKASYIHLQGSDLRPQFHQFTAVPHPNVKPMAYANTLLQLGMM
PP1 counter: counter-screen for PP5 inhibitors: inhibitors of human PP1-alpha | 320,000 tested, 0.9% active | inhibition, % at 6.7 µM | AID 2235 | purified PP1alpha, OMFP fluorescence;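 active = inhibition above the mean inhibition of all tested compounds plus 3 SD, computed separately for each screening campaign, cut at about 15% in these data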
procasp7 counter: activates human procaspase-7, counter-screen for procaspase-3 activators; P55210; recombinant procaspase-7, Ac-DEVD-pNA absorbance 405 nm; D23A/D198A/D206A triple mutant, cannot self-cleave; scale: DMSO 0, 5 µM enzyme 100; activation, % at 8.5 µM; 330,000 tested, 0.093% active; AID 463210;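 active = percent activation above the screen-wide mean plus 3 SD, cut at about 25% in these data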
Target sequence (P55210 whole entry D23A/D198A/D206A): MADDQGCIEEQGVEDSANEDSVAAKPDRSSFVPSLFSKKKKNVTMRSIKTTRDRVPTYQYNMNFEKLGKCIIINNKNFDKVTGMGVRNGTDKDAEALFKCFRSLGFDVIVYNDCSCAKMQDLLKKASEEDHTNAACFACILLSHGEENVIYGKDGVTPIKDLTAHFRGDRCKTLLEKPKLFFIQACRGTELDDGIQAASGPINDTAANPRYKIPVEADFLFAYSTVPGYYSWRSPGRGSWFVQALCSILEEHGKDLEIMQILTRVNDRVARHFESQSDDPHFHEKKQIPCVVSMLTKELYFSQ
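Test system: Procaspase-7 triple mutant (PC-7 D3A). Also added: Ac-DEVD-pNA substrate, 400 µM as added. Schedule: 1 h enzyme–compound preincubation and 2 h substrate reaction, both 25 °C. Signal: p-Nitroaniline absorbance at 405 nm, read at 0 and 120 min. Control set: low DMSO alone, high DMSO plus 5 µM PC-7.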
GRK2 inh: inhibitors of human GRK2 displacing RNA aptamer. 330,000 tested, 0.59% active. AID 488847. inhibition of aptamer binding, % at 10 µM. bead flow cytometry, FAM-aptamer displacement from GRK2. P25098;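 active = inhibition of aptamer binding above 40%, roughly 3 SD of noise, on plates passing a quality check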;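 also: median bead fluorescence of bound FAM aptamer so fluorescent compounds give negative values; no value below 0 was filed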
GASC-1 inh: inhibitors of human GASC-1 (JMJD2C) demethylase; 330,000 tested, 0.069% active; Q9H3R0; inhibition, % at 2.35 µM; GST-JMJD2C(1-420) H3K9me3 demethylation, DELFIA europium;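 active = more than half of a compound's replicate wells show inhibition beyond 50%, single wells judged on their own value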;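 also: signal counts dimethyl H3K9 product captured on neutravidin plate; 0% = median of DMSO wells and 100% = 0.3 times that DMSO median; strong numbers were not always called active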
proCasp3 act: activates human procaspase-3; AID 463141; 330,000 tested, 0.11% active; activation, % at 8.5 µM; P42574; recombinant procaspase-3 D3A, Ac-DEVD-pNA absorbance 405 nm;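 active = activation above the mean of all tested compounds plus 3 SD, cut at about 21% in these data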;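 also: 0% = DMSO alone and 100% = DMSO wells spiked with extra 5 µM PC-3 D3A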
Target sequence (P42574 whole entry D9A/D28A/D175A): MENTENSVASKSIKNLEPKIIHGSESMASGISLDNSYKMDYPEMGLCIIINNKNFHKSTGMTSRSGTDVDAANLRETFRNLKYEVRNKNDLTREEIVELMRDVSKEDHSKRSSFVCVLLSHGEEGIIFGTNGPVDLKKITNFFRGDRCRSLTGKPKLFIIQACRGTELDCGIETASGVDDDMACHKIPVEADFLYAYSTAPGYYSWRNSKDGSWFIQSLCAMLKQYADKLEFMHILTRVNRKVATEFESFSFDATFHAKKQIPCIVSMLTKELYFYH
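System: Procaspase-3 D3A mutant. Medium: Zinc-free 300 mM NaCl, 50 mM HEPES, 0.01% Triton X-100. Schedule: 1 h preincubation plus 2 h reaction at 25 °C. Measured by: 405 nm absorbance of p-nitroaniline, reads at 0 and 120 min. Read-out: percent activation relative to control range.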
VLA-4 inh: inhibition in a human VLA-4 binding assay; inhibition, % (about 7 µM as worked out from the volumes in the protocol); 330,000 tested, 0.2% active; VLA-4 expressing cells, ligand binding flow cytometry; in the data active = inhibition above about 50%
An asterisk follows results filed as active; nt = no result given; & = joins results of further samples.

Preview:
Results follow in this order: proCasp3 act | procasp7 counter | core dimer inh | GRK2 inh | PP1 counter | VLA-4 inh | GASC-1 inh | PP5 primary | CTSL1 counter
1. CC(c1ccccc1)N1C(=O)c2cccnc2C1=O (configuration not stated)
  12 | -10 | -8 | 0 | -1 | -14 | -2 | -0.7 | 0
2. C/C=C\C=C/C(=O)Nc1cccc(C2=NOC3(C2)C[C@H](C(N)=O)N(C(=O)Cc2ccc([N+](=O)[O-])cc2)C3)c1 (some centres not stated)
  -8 | -7 | 22 | 0 | 2 | -7 | -13 | 0.6 | 10

Results, from the first entry:
Results follow in this order: proCasp3 act | procasp7 counter | core dimer inh | GRK2 inh | PP1 counter | VLA-4 inh | GASC-1 inh | PP5 primary | CTSL1 counter
1. CC(c1ccccc1)N1C(=O)c2cccnc2C1=O (configuration not stated)
  12 | -10 | -8 | 0 | -1 | -14 | -2 | -0.7 | 0
2. C/C=C\C=C/C(=O)Nc1cccc(C2=NOC3(C2)C[C@H](C(N)=O)N(C(=O)Cc2ccc([N+](=O)[O-])cc2)C3)c1 (some centres not stated)
  -8 | -7 | 22 | 0 | 2 | -7 | -13 | 0.6 | 10
3. CCC(C)NC(=O)Nc1ccc(F)c(Cl)c1 (configuration not stated)
  -4 | -7 | 3 | 0 | -2 | 1 | 9 | 1.3 | 5
4. Cc1ccc(OCc2cc(C(=O)N3CCc4[nH]cnc4C3c3ccccn3)no2)cc1C (configuration not stated)
  2 | 2 | 11 | 0 | 13 | -9 | 3 | 0.1 | -2
5. Cc1ccc2cc(C)c(SCC(=O)Nc3ccc(S(=O)(=O)N4CCCC4)cc3)nc2c1
  -8 | 7 | 46 | 1 | 11 | 9 | 0 | 2.3 | 2
6. COc1ccc(NC(=O)C(NC(=O)c2ccc(=O)[nH]c2)c2ccc(OC)cc2)cc1 (configuration not stated)
  9 | 5 | -2 | 0 | -1 | 26 | -7 | 1.5 | 0
7. CC(C)Cc1ccc(S(=O)(=O)N2CCN(C(=O)c3ccco3)CC2)cc1
  0 | 11 | 6 | 0 | 4 | 3 | -29 | 0.3 | 2
8. O=C(c1ccco1)N1CCN(Cc2nc3ccccc3c(=O)n2-c2ccc(F)cc2)CC1
  5 | 2 | 3 | 1 | 5 | 10 | -3 | 0.7 | -2
9. CCN(CC(=O)Nc1ccc(NC(C)=O)cc1)C(=O)C1CCC1
  6 | -6 | -3 | 0 | -4 | 6 | 8 | -0.3 | 0
10. Cc1cc(C)n2nc(C(=O)N3CCOCC3)nc2n1
  -3 | 2 | -4 | 2 | 4 | -10 | 9 | 2.5 | 2
11. Cc1cc(NC(=S)Nc2cccnc2)ccc1Br
  -5 | -9 | 0 | 1 | -1 | -1 | 8 | -1.1 | -3
12. CCOC(=O)c1ccccc1NC(=O)COC(=O)C1=COCCO1
  -3 | 6 | -1 | 0 | 7 | 10 | -9 | 0.8 | -11
13. Cc1ccc(OCC(=O)Nc2nnc(S(=O)(=O)N3CCCCCC3)s2)cc1C
  2 | 4 | 36 | 0 | 12 | 4 | -5 | -0.8 | 1
14. CC(C)(C)C1=C(C#N)C(c2cccnc2)C(C#N)=C(N)O1 (configuration not stated)
  2 | 5 | 3 | 0 | -2 | 4 | 5 | -2.8 | 2
15. CCOc1ccc(-c2nc(S(=O)(=O)c3ccccc3)c(NCc3cccnc3)o2)cc1
  -5 | -1 | 7 | 3 | 3 | 16 | -8&-6 | 3.1 | 3
16. Cc1cccc(S(=O)(=O)NCCNS(=O)(=O)c2cccc(C)c2)c1
  9 | 5 | 3 | 0 | 2 | 2 | 8 | 3.6 | 1
17. Cn1cnnc1SCC(=O)Nc1ccc(S(=O)(=O)N2CCOCC2)cc1
  8 | -3 | nt | 0 | -2 | 6 | -9 | -2.0 | nt
18. COc1ccccc1C(=O)NC(=O)COC(=O)CNC(=O)c1ccccc1
  0 | 10 | -4 | 3 | -3 | 6 | 0 | 0.7 | 2
19. COc1nc2ccccc2c(=O)n1OCC(C)C
  -2 | 3 | 0 | 0 | -3 | 9 | 2 | 3.4 | -1
20. Cc1cc(Br)c(NC(=O)CSc2n[nH]c(N)n2)c(Br)c1
  1 | -1 | nt | 0 | nt | -20 | -1 | nt | nt
21. COCC1CCCN(C(=O)c2ccc3oc(C(C)C)nc3c2)C1 (configuration not stated)
  5 | -10 | 4 | 2 | -1 | -3 | -21 | 1.4 | 0
22. COCCNc1nnc(Cc2ccc(OC)c(OC)c2)c(=O)[nH]1
  2 | -3 | -7 | 0 | 0 | 3 | -10 | -0.6 | 2
23. O=C(CNCc1ccc(F)cc1)Nc1ccc(S(=O)(=O)N2CCOCC2)cc1
  1 | 4 | -1 | 0 | -2 | -3 | 4 | -0.2 | 2
24. O=C1N[C@@H](Cc2ccccc2)C(=O)N2[C@@H]3N(S(=O)(=O)c4ccc(F)cc4)c4ccccc4[C@]3(Br)C[C@@H]12
  0 | -3 | 18 | 1 | 0 | -4 | -13 | 3.0 | -7
25. C/C1=C\CCC2C(/C=C(\C)CC1)OC(=O)C2CN1CCCCC1 (configuration not stated)
  3 | 0 | -1 | 5 | -1 | 34 | 16 | 0.1 | 4
26. CCNC(=S)N1CCN(C(=O)c2ccco2)CC1
  4 | 2 | -3 | 0 | -6 | -1 | -23 | 1.8 | 1
27. CCc1nc(SCc2cccnc2)c(C#N)cc1C
  5 | 8 | 1 | 0 | -1 | 9 | -18 | 2.8 | -2
28. O=C(/C=C/c1ccccc1)N1CCN(c2cccc(Cl)n2)CC1
  -8 | 5 | 5 | 5 | 2 | 5 | -7 | 3.6 | 1
29. CC(C)(C)NC(=O)NC(=O)COC(=O)c1cccc(S(=O)(=O)N2CCCCC2)c1
  -7 | -1 | 2 | 0 | 0 | 1 | -4 | 0.3 | -2
30. CC(=O)c1cccc(NC(=O)CC2S/C(=N/N=C/c3ccccc3)NC2=O)c1 (configuration not stated)
  7 | 14 | 12 | 2 | 12 | -1 | -6 | 2.7 | 1
31. CSc1ccccc1NC(=O)CN(C)CC(=O)Nc1ccc(S(=O)(=O)N2CCCC2)cc1
  7 | 2 | nt | 2 | nt | 1 | -3 | nt | nt
32. CC1=NN(c2nc(-c3ccc(C)cc3)cs2)C(=O)C1N=Nc1ccccc1O (configuration not stated)
  10 | -7 | 13 | 0 | -1 | -131 | 0 | 4.6 | 0
33. Cn1c(=O)c2c(nc(NN=C3CCCC3)n2C)n(C)c1=O
  -1 | 3 | 0 | 1 | -6 | -1 | 5 | -1.7 | -3
34. O=C1CCC(C(=O)OCC(=O)Nc2ccc(Cl)cc2C(F)(F)F)=NN1
  0 | -16 | nt | 0 | nt | -2 | 18 | nt | nt
35. COc1cccc(/C(O)=C2\C(=O)C(=O)N(c3ccccn3)C2c2cccc(OC)c2OC)c1 (configuration not stated)
  8 | 6 | -1 | 0 | 2 | 6 | -188 | 0.7 | 3
36. O=C(CSc1n[nH]c(=O)[nH]c1=O)N/N=C/C=C\c1ccccc1
  -3 | -4 | 1 | 0 | 0 | 0 | 38 | 3.6 | 3
37. O=S(=O)(NC(=NCc1ccccc1)c1ccccc1)c1ccccc1
  -4 | -6 | -14 | 0 | 6 | 5 | -31 | 2.9 | 0
38. O=C(Nc1ccon1)c1nc[nH]c1C(=O)N1CCN(c2ccccc2)CC1
  11 | 2 | nt | 0 | nt | -4 | 4 | nt | nt
39. COc1ccc(O)c(-c2cc(-c3ccccc3Cl)[nH]n2)c1
  -5 | 7 | 0 | 0 | 3 | -2 | 9 | 5.2 | 4
40. CCN(CC)C(=O)C(=O)N/N=C/c1ccc(Br)cc1
  4 | 1 | -2 | 0 | -3 | 8 | 3 | 1.0 | 2
41. O=C(CSc1nc(-c2ccco2)cc(C(F)(F)F)n1)NCCN1CCOCC1
  12 | 6 | -4 | 5 | 1 | 6 | 12 | 1.4 | -1
42. CCCC[C@@H]1CNC(=S)N1CC1CCCCC1
  2 | 1 | -10 | 0 | 5 | -1 | 2 | 4.0 | -1
43. O=C(/C=C/c1ccccc1)OCC(=O)c1ccc[nH]1
  9 | 1 | 8 | 0 | -5 | 7 | 0 | 0.0 | 1
44. Cn1c(SCC(=O)NC(C)(C)C)nnc1-c1cccc(NC(=O)c2ccccc2F)c1
  -2 | -7 | 2 | 4 | -3 | 7 | 12 | 4.5 | 1
45. COc1cccc(/C=N/NC(=O)CSc2cccc3cccnc23)c1
  4 | -2 | 1 | 2 | -3 | 14 | 2 | 5.0 | 6
46. CCCCN(CC)CCNC(=O)c1cc2c(C)nc3ccccc3c2o1
  0 | 3 | -3 | 0 | -1 | -2 | 8 | 3.9 | -1
47. COc1cc(/C=C2\SC(=S)N(CCC(=O)Nc3ccccn3)C2=O)cc(OC)c1OC
  -6 | -8 | 8 | 5 | -1 | 6 | 1 | 1.0 | 4
48. CCc1cc2cc(C)cc(C)c2nc1SCC(=O)N1CCN(C(=O)c2ccco2)CC1
  4 | 9 | -1 | 0 | 5 | -21 | -5 | 0.2 | 3
49. Clc1cccc(CSc2nccn2-c2ccccc2)c1
  -4 | -15 | 9 | 0 | 5 | -7 | -7 | 3.1 | 0
50. O=C(NCCN1CCOCC1)C(=O)NCc1ccco1
  -2 | -4 | -4 | 0 | -3 | 0 | 3 | 2.6 | 1
51. CCCOc1cc(C)c(S(=O)(=O)NCCOC)cc1C
  -6 | 9 | -4 | 0 | 2 | 6 | -20 | -0.2 | -4
52. COc1ccc(OCC(=O)OCC(=O)NC2CCCCC2C)cc1 (configuration not stated)
  2 | 4 | nt | 1 | -4 | 16 | 1 | -0.9 | nt
53. Cc1ccc2c(c1)C(c1ccncc1)=NNC(c1ccc(F)cc1)=N2
  11 | 8 | -4 | 0 | -4 | 15 | -5 | 5.0 | 0
54. CCOc1cccc2sc(N(CCCN(C)C)C(=O)c3ccc(S(=O)(=O)N(CC)Cc4ccccc4)cc3)nc12
  10 | 6 | -10 | 0 | 13 | 16 | -14 | 5.4 | 0
55. Cc1ccc(CN(C)C(=O)CCc2c[nH]c3ccccc23)o1
  0 | 3 | 10 | 1 | 0 | 8 | 19 | 1.6 | -4
56. Cc1cccc(C(=O)NC(=S)N2CCN(C(=S)NC(=O)c3cccc(C)c3)CC2)c1
  5 | 3 | 8 | 0 | -1 | 5 | -6 | -1.0 | -5
57. O=C(O)c1ccc(CNC(=O)c2ccccc2NC(=O)c2cccc([N+](=O)[O-])c2)cc1
  1 | 4 | 0 | 1 | -4 | 15 | -11 | -0.9 | -5
58. CCCn1nnnc1SCC(=O)N1CCOCC1
  7 | -14 | -6 | 0 | -6 | 5 | 7 | -6.2 | -6

An excerpt from above in order of their number in GASC-1 inh, falling:
no.	Molecule	proCasp3 act	core dimer inh	GRK2 inh	VLA-4 inh	GASC-1 inh	PP5 primary
46	CCCCN(CC)CCNC(=O)c1cc2c(C)nc3ccccc3c2o1	0	-3	0	-2	8	3.9
48	CCc1cc2cc(C)cc(C)c2nc1SCC(=O)N1CCN(C(=O)c2ccco2)CC1	4	-1	0	-21	-5	0.2
51	CCCOc1cc(C)c(S(=O)(=O)NCCOC)cc1C	-6	-4	0	6	-20	-0.2
